Screening data deposited in PubChem by several laboratories.
ADAM10 inh: ADAM10 inhibition, QFRET primary screen; O14672; recombinant ADAM10, EDANS/DABCYL FRET peptide cleavage, 3 h; inhibition, % at 7 µM; 370,000 tested, 0.62% active;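 active = inhibition above a per-campaign cutoff equal to the mean of compounds falling between control-based bounds plus 3 SD, cut at about 20% in these data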;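 note: 0% = DMSO wells while the 100% control is not disclosed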
Target sequence (O14672 214-748 limits assumed): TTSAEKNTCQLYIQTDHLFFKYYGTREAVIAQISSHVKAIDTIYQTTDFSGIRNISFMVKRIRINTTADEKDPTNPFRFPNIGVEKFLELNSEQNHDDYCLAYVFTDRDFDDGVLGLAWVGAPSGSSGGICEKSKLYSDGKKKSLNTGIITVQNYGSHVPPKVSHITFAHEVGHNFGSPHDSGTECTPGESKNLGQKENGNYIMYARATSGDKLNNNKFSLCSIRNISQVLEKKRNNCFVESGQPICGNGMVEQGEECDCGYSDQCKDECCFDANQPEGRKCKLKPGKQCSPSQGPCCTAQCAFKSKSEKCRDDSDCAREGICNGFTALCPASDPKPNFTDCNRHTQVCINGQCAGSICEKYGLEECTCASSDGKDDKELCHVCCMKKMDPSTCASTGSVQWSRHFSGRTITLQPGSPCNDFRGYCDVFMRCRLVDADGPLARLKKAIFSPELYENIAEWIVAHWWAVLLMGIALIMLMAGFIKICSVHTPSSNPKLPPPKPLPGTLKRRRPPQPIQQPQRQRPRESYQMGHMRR
FXN GAA850 act: frataxin GAA850 promoter activation; activation, % at 6 µM; HEK293 lucGAA850 FXN promoter luciferase reporter, 24 h; percent of 10 µM SAHA response; 360,000 tested, 0.56% active;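 active = activation above the average of all compounds screened plus 3 SD, cutoff fixed separately per campaign, cut at about 7.5% in these data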;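 note: 0% = DMSO wells and 100% = 10 µM SAHA wells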
SMARCA2 act: SMARCA2 function activation, primary screen; activation, % at 9.1 µM; 370,000 tested, 1% active; AID 652017; MG213 cells, MMTV-luciferase reporter, dexamethasone, overnight; in the data active = activation above about 7.8%;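 note: 0% = vehicle wells and 100% = reference activator wells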
hcDAF-12 act: H. contortus DAF-12 activation, primary screen. 370,000 tested, 1.4% active. HEK293 hcDAF-12 lit1-tk-luc reporter, luminescence; 0% DMSO, 100% Δ7-dafachronic acid. activation, % at 6.8 µM. AID 652067;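 active = activation above the mean of all tested compounds plus 3 SD, cut at about 5.5% in these data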;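 note: 100% = response to 3 µM Δ7-dafachronic acid high control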
GC-B act: GC-B (human) receptor activation; P20594; HEK293-GC-B cells, CNP EC30, cGMP TR-FRET; 0% at EC30 CNP, 100% saturating CNP; activation, % at 10 µM; 370,000 tested, 0.11% active; AID 1920062;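 active = activation at 10 µM reaching about 35% in either raw or pattern-adjusted values, limit read from the data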
DAX1 inh-1: inhibits human nuclear receptor DAX1; P51843; HEK293 Gal4-DAX1 luciferase reporter, luminescence; inhibition, % at 6.75 µM; 340,000 tested, 0.99% active; AID 504766;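 active = inhibition above the mean over all tested compounds plus 3 SD, cut at about 4.2% in these data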;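 note: 0% = DAX1-transfected cells with DMSO and 100% = empty-vector control cells with DMSO; inhibition shows as a rise in luminescence from relieved DAX1 repression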
sPLA2-III inh: Inhibits HGIII-sPLA2 liposome hydrolysis, primary screen; QFRET BODIPY PC-A2 liposome hydrolysis, fluorescence; inhibition, % at 12.2 µM; 370,000 tested, 0.56% active;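 active = inhibition above mean plus 3 SD of compounds lying within the high and low control bounds, cut at about 19% in these data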;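 note: 0% = median of test compound wells and 100% = no enzyme DMSO wells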
Target sequence (Q9NZ20 whole entry, looked up): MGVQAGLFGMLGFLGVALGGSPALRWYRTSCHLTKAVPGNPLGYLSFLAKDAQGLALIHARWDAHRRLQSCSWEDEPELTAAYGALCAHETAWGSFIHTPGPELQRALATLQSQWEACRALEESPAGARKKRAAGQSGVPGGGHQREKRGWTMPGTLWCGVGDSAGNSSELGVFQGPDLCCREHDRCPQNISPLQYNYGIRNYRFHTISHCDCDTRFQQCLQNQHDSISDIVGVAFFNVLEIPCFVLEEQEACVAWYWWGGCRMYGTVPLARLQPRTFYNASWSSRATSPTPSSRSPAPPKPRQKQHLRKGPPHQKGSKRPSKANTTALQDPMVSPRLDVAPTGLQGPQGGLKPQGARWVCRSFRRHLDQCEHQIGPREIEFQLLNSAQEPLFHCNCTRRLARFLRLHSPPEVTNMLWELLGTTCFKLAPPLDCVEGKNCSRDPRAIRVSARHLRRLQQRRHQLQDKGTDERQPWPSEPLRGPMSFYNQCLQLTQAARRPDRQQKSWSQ
ssDAF-12 act: activators of S. stercoralis DAF-12 nuclear receptor. AID 652126. activation, % at 6.8 µM. 370,000 tested, 1% active. HEK293 ssDAF-12/GRIP1 lit1-tk-luc reporter, luminescence; % of 3 µM dafachronic acid response;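 active = activation above the mean over all tested compounds plus 3 SD, cut at about 0.9% in these data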;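 note: 0% = DMSO-only wells and 100% = 3 µM delta7-dafachronic acid wells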
NPR1 activator: GC-A (human) enzyme activation. P16066. HEK293 GC-A cells, cGMP TR-FRET, EC30 ANP; 0% at EC30 ANP, 100% saturating ANP. activation, % at 10 µM. 370,000 tested, 0.14% active. AID 1671463; in the data active = activation above about 40%
DAX1 inh-2: DAX1 (NR0B1) inhibition, primary screen | AID 652010 | 370,000 tested, 1.1% active | HEK293T StAR-luciferase reporter, SF-1/DAX-1 repression relief | inhibition, % at 6.8 µM;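 active = inhibition above the mean over all tested compounds plus 3 SD, cut at about 3.6% in these data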;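 note: 0% = DAX-1 cells with DMSO and 100% = cells lacking DAX-1 with DMSO; higher inhibition means more luminescence from relief of DAX-1 repression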
hgDAF12 agonist: activates the H. glycines DAF-12 receptor ligand-binding domain; HEK293 GAL4-hgDAF12 UAS-luciferase reporter, agonist luminescence; normalized to butyrate control; activation, % at 6.8 µM; 370,000 tested, 1.8% active;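 active = activation above a cutoff set at the mean of all screened compounds plus 3 SD, cut at about 10% in these data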;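 note: 0% = DMSO wells and 100% = sodium butyrate wells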
* marks the source's active call; other numbers are inactive results; i = inactive; · = not tested or not shown.

SMILES | ADAM10 inh | FXN GAA850 act | SMARCA2 act | hcDAF-12 act | GC-B act | DAX1 inh-1 | sPLA2-III inh | ssDAF-12 act | NPR1 activator | DAX1 inh-2 | hgDAF12 agonist
CCOc1cc(/C=N/n2nnnc2N)ccc1OCc1c(C)no[n+]1[O-] | -27 | 4.4 | -3 | -0.7 | 2 | 0.6 | 8 | -1.0 | 6 | -1.2 | 0.7
COC(=O)c1c(NC(=O)c2ccc(Br)o2)sc(C)c1C | -6 | 1.1 | -1 | 3.2 | -6 | 0.1 | 3 | 0.0 | -13 | 0.3 | 5.8
CCC(=O)c1ccc(OCCn2cncn2)cc1 | 0 | 3.0 | -1 | -1.6 | 2 | 0.7 | 2 | -0.8 | -4 | 0.2 | -2.3
COc1cc(/C=C2/C(=N)N3OC(C)=CC3=NC2=O)ccc1OC(=O)c1ccco1 | -25 | 1.2 | -1 | -0.6 | -8 | 1.3 | -29 | -0.5 | 1 | -0.2 | 1.5
Cc1ccc(C)c(CSc2nnc([C@@H](N)C(C)C)o2)c1 | 2 | 0.5 | 5 | 1.2 | 2 | 1.4 | 3 | -1.6 | -4 | 0.1 | 1.7
COc1cccc(C(=O)C[n+]2ccccc2/C=N/O)c1 | -2 | -2.7 | 2 | 1.0 | 3 | -0.3 | -4 | 1.2* | 5 | 0.3 | 3.0
COc1cccc(N2CCN(CC(=O)NCc3cccc(OC)c3OC)CC2)c1 | -3 | · | -6 | 0.2 | 0 | · | 12 | -1.8 | -3 | -1.1 | 0.2
Cc1c(NC(=O)c2ccccc2NS(=O)(=O)c2ccc(F)cc2)c(=O)n(-c2ccccc2)n1C | 2 | -3.4 | 2 | -0.9 | 4 | -0.6 | -11 | -1.8 | -7 | 0.0 | 2.0
O=C(Nc1ccc(CN2CCS(=O)(=O)CC2)cc1)c1ccc(Cl)cc1 | 4 | -0.2 | 2 | -0.7 | 0 | -1.3 | 1 | -2.0 | -2 | 0.0 | -1.6
C[C@@H]1CC=C[C@H]2[C@H]1C(=O)N(Cc1ccccc1)[C@H]2c1ccc(-c2ccc(F)cc2)cc1F | -8 | -0.2 | 0 | -1.8 | 1 | 0.6 | -3 | -1.5 | 4 | -0.1 | 2.0
COc1ccc(CNCCNC(=O)c2ccco2)c(OC)c1OC | 1 | 0.3 | -2 | -1.1 | 0 | 0.8 | 2 | -1.3 | 2 | -0.5 | -0.6
CC(C)CC(=O)Nc1ccc2oc(-c3cccnc3)nc2c1 | i | 3.1 | 1 | 0.5 | -6 | 1.6 | -5 | -0.9 | 3 | 1.7 | 6.4
O=C1NC(NS(=O)(=O)c2ccccc2)(C(F)(F)F)C(=O)N1c1ccc(F)cc1 (configuration not stated) | -2 | 1.4 | 0 | 4.6 | 2 | -0.4 | -6 | -1.4 | 6 | -0.2 | 0.0
CCOc1ccc(N(CC(=O)NN=C2CCN(C)CC2)S(C)(=O)=O)cc1 | 12 | 2.3 | 3 | -0.4 | 4 | 0.1 | -10 | -1.0 | 5 | -0.3 | -0.3
Cc1cccc(-n2c(-c3csc4ccccc34)n[nH]c2=S)c1 | -5 | 2.6 | -4 | 4.7 | -5 | -0.5 | 8 | -1.0 | -7 | 0.3 | 2.7
O=C(O)c1ccccc1C=NN1CCCCCC1 | -10 | -1.1 | -4 | -6.4 | -7 | -1.1 | 4 | -2.6 | -1 | -3.9 | -14
Cc1[nH][nH]c(=O)c1C(c1c(C)[nH][nH]c1=O)c1cn(Cc2cccc3ccccc23)c2ccccc12 | 10 | -0.4 | 0 | 0.4 | -11 | -1.0 | -5 | -1.1 | -7 | -1.6 | -3.2
CC(=O)N(Cc1ccccc1)c1nc(-c2ccccc2)cs1 | 6 | 1.4 | -4 | -1.5 | 5 | -1.1 | -11 | -2.1 | -1 | -0.5 | 1.4
COc1ccc(NC(=O)C(Cl)=C(Cl)Cl)cn1 | -2 | -2.6 | 0 | -1.4 | 1 | -1.0 | 1 | -1.9 | 1 | -0.5 | -1.8
Cc1ccc(-n2c(CNC(=O)c3cccs3)nnc2SCC(=O)NO)cc1 | 1 | -0.8 | 0 | 0.3 | 2 | 0.8 | 3 | -0.7 | 0 | -0.9 | -0.5
COC(=O)c1sccc1NC(=O)c1cc(-c2cccc(C)c2)nc2ccccc12 | 5 | 2.4 | 0 | -1.0 | -3 | 0.5 | 1 | -0.8 | 7 | 0.6 | 0.5
CCCCOc1ccc(/C=N/NC(=O)c2csc(C)c2C)cc1 | 7 | -0.9 | 5 | 0.7 | 2 | 0.9 | 5 | -0.3 | 2 | 0.7 | 6.7
COc1ccc(NC(=O)COc2ccc(C)c(C)c2)cc1S(=O)(=O)N1CCCCC1 | 7 | 2.0 | 0 | -1.6 | 4 | -2.0 | -19 | -1.3 | -2 | -3.4 | -0.6
CN(Cc1ccc(Cl)cc1)C(=O)c1ccc2ccccc2n1 | 13 | 2.6 | -2 | 0.2 | 0 | -1.0 | -6 | -0.4 | -2 | -0.4 | 0.3
CCOC(=O)c1sc(NC(=O)CSc2nc3c(cc2C#N)CCCCC3)c(C#N)c1C | -10 | 0.0 | -1 | -1.3 | -9 | -0.5 | -4 | -1.3 | -7 | -0.1 | -1.8
Oc1ccc(N2CCN(C(=S)NCc3ccccc3)CC2)cc1 | -4 | 2.1 | -4 | -2.7 | -1 | · | -1 | -1.1 | 5 | -2.6 | -5.2
CCCCN1C(Nc2ccccc2)=NC[C@@H]1C | -4 | 0.2 | 2 | -1.2 | 5 | -0.3 | -2 | -0.8 | 1 | -0.3 | -2.4
O=C(c1ccco1)N1N=C(c2ccc3nccnc3c2)CC1c1ccccc1 (configuration not stated) | 5 | -1.1 | 0 | -0.7 | 3 | 0.1 | -4 | -1.2 | 30 | -0.2 | 1.2
COc1cc(/C=C2\N=C(c3ccccc3)OC2=O)ccc1OC(C)=O | 4 | -0.1 | -3 | -1.7 | 0 | 0.9 | 6 | -1.4 | -4 | 0.0 | 0.5
CCCCC(CC(O)COCC(C)C)C(=O)NN (configuration not stated) | 9 | 1.6 | -4 | -0.7 | -1 | 1.0 | -9 | -0.9 | 0 | 0.6 | -0.4
CSc1nnc(-c2ccc(S(=O)(=O)N3CCCCC3)cc2)o1 | -4 | 0.8 | 1 | 0.3 | 0 | -0.5 | 7 | -1.1 | 0 | -0.1 | -1.1
CCN(C(=O)c1cc(S(=O)(=O)N2CCc3ccccc32)cn1C)c1ccccc1 | 4 | 0.5 | 0 | -0.5 | -6 | 1.0 | -3 | -1.2 | -16 | 0.0 | -4.7
CCOc1ccc(OCC)c(NS(=O)(=O)c2cccc3nsnc23)c1 | -5 | -1.2 | -4 | -0.6 | 1 | -0.2 | -1 | -0.5 | 0 | 0.1 | -1.0
Cc1ccccc1NC(=O)c1ccc(CN(c2ccccc2)S(=O)(=O)c2ccccc2)cc1 | -9 | -1.7 | -2 | 3.6 | 4 | -1.1 | 2 | -0.5 | 1 | -0.5 | -2.1
Cn1c(=O)c(C(=O)NCc2ccc(Cl)cc2)c(O)c2ccccc21 | 3 | 0.2 | -1 | 1.3 | -5 | -0.3 | 4 | -0.9 | -3 | -0.1 | -1.0
CC(C)(C)NC(=O)C(c1ccc(O)cc1)N(C(=O)CCC(=O)Nc1nccs1)c1ccc(F)cc1 (configuration not stated) | 0 | 0.1 | -3 | -0.2 | -15 | -1.1 | -12 | -1.5 | -21 | 0.4 | -2.0
CCC(C)(C)c1ccc(OC(=O)c2cccnc2Cl)cc1 | 1 | 0.8 | 6 | 1.3 | -3 | 3.6 | 0 | -0.9 | 3 | 0.2 | 2.5
N#CC1(NC(=O)COc2ccc3oc4ccccc4c3c2)CCCCC1 | -10 | 0.5 | -2 | 0.1 | -4 | 0.0 | -3 | -1.6 | 5 | 0.0 | -1.1
Cc1cc(Oc2nc3ccccn3c(=O)c2/C=C(\C#N)C(=O)NC2CCS(=O)(=O)C2)ccc1Cl (configuration not stated) | -140 | -0.1 | -2 | 0.1 | 3 | -1.2 | 1 | -1.1 | 7 | -0.3 | -2.0
O=C(CSc1nnc(CNc2ccc(Cl)cc2)n1Cc1ccccc1)NCc1ccco1 | -2 | 0.3 | -4 | 0.2 | -13 | 0.5 | -26 | -0.6 | -19 | -0.4 | 0.3
COc1cc(OC)cc(-c2c(-c3cccs3)c3cc(-c4ccc5cc[nH]c5c4)ccc3n2C)c1 | -146 | 1.3 | 0 | 0.4 | -4 | 0.7 | 17 | -0.6 | 3 | 0.1 | -1.4
CC1CCCN(C(=O)COc2ccc3c(c2)OCO3)C1 (configuration not stated) | -7 | 2.8 | 8 | 1.9 | -4 | 0.2 | 2 | -0.4 | 3 | 2.2 | 5.2
CCCCOc1ccc(Cl)cc1CSc1nncn1N | 8 | -1.4 | 1 | -0.8 | 5 | 0.0 | 2 | -2.0 | -5 | -0.5 | -1.0
COCCCNC(c1ccccc1)c1ccncc1 (configuration not stated) | 4 | 2.1 | 1 | 0.4 | -9 | 0.1 | -1 | -0.2 | -9 | -0.6 | 0.3
COc1ccc(CCNCc2c(-c3ccccc3)n(C)c3ccccc23)cc1 | -7 | -3.7 | -2 | 2.3 | -24 | -0.9 | 15 | -1.6 | -61 | -0.5 | -1.2
CC(=O)N1C[C@@H](CN2C(=O)CCC2=O)[C@@H]2C[C@H]1c1ccccc1N2C | -14 | · | -2 | -1.1 | 0 | · | 4 | -0.8 | 1 | 1.0 | -2.7
C[C@H](CO)N1C[C@H](C)[C@@H](CN(C)S(=O)(=O)c2cccs2)Oc2ccc(NC(=O)Nc3ccccc3)cc2C1=O | 13 | -3.4 | -2 | -2.2 | 5 | 1.9 | -33 | -0.8 | 6 | -1.3 | -2.4
CN(C)c1nc(-c2ccccc2)cc(C(F)(F)F)c1C#N | -15 | -2.9 | 1 | -1.7 | -1 | 1.5 | 3 | -0.8 | 2 | -0.2 | -1.2
CC1CCN(CCCNC(=O)CN2C(=O)CSc3ccc(S(=O)(=O)N4CCC(C)CC4)cc32)CC1 | -4 | 0.1 | 0 | 2.2 | -1 | 0.9 | -15 | -0.5 | -1 | 1.0 | 1.2
CCCCCN=C(C)c1c(O)c2ccccc2oc1=O | 10 | 0.7 | 4 | 0.6 | 1 | -0.2 | 0 | -0.2 | 0 | 0.8 | -0.6
Cc1cc(NS(=O)(=O)c2ccc(NS(=O)(=O)c3ccc(Br)cc3)cc2)no1 | 0 | 0.5 | -1 | -0.6 | 2 | 0.1 | -23 | -0.1 | -4 | 0.2 | -0.3
CC1(C)CC(NC(=O)COc2ccc([N+](=O)[O-])cc2)CC(C)(C)N1 | 0 | 2.9 | 1 | -1.6 | 4 | · | -2 | -1.3 | -3 | 0.2 | 2.9
N/C(=N\OC(=O)/C=C/c1ccccc1)c1cccnc1 | 1 | 3.7 | 4 | 4.4 | -1 | 1.4 | 4 | -1.0 | 2 | 2.6 | 10
